Screening results deposited in PubChem BioAssay by The Scripps Research Institute Molecular Screening Center.
MITF primary: inhibitors of human MITF; actives 0.91% (n = 650,000); AlphaScreen MITF homodimerization, bead proximity signal; inhibition, % at 2.6 µM; O75030; AID 1259374; in the data active = inhibition above about 50%;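 also: 0% = vehicle wells with protein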
Target sequence (O75030 whole entry, looked up): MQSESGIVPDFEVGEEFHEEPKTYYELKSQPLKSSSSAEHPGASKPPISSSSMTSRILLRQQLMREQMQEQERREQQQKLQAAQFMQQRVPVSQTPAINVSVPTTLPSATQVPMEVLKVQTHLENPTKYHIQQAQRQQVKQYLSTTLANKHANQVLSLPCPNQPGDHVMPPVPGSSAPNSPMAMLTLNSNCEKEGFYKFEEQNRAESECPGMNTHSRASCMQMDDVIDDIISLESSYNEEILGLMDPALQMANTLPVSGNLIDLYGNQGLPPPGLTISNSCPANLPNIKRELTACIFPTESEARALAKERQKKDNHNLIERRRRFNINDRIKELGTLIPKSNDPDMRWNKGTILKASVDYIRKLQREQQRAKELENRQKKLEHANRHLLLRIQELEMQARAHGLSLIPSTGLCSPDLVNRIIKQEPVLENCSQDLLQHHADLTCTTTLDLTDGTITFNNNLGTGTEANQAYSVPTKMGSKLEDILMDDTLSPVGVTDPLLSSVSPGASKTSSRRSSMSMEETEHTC
TEAD-YAP block: TEAD-YAP interaction inhibition; actives 1.4% (n = 640,000); AID 1259422; inhibition, % at 9.12 µM; HEK-TIYL cells, TEAD-Gal4/YAP UAS-luciferase luminescence; in the data active = inhibition above about 32%;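 also: 0% = median of test compound wells and 100% = reference inhibitor wells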
GPR151 ag: human GPR151 activation; Q8TDV0; PathHunter beta-arrestin GPR151 cells, luminescence; actives 1% (n = 650,000); activation, % at 11.2 µM; in the data active = activation above about 4.9%;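 also: 0% = median of compound wells and 100% = cells with positive control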
Target sequence (Q8TDV0 whole entry, looked up): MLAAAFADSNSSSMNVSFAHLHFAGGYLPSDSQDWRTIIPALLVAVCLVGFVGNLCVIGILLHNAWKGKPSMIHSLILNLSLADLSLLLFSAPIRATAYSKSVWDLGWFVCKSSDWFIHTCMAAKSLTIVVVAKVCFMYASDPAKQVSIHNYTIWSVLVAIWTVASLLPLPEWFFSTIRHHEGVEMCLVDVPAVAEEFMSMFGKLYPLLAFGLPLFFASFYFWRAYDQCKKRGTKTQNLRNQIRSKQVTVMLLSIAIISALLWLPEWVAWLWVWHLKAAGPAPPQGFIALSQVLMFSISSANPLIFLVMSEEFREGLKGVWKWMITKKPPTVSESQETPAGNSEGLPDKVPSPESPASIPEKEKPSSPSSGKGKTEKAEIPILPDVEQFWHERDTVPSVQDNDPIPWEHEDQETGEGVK
FBW7 act: human FBW7 E3 ligase activation, primary screen; Q969H0; AlphaScreen FBW7–phospho-cyclin E peptide binding, activator screen; normalized activity (activation), % at 26.1 µM; actives 0.13% (n = 650,000); AID 1259310; in the data active = normalized activity above about 1.9%;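 also: purified mutant Fbw7 with reduced substrate affinity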
* hit, by the source's call; & = joins results of further samples.

SMILES	MITF primary	TEAD-YAP block	GPR151 ag	FBW7 act
COCCNC(=O)CNC(=S)N(Cc1cc(OC)c(OC)c(OC)c1)C1CCCC1	0.3	-3.0	-0.8	-0.2
Oc1ccccc1-c1nc(Nc2ccccc2F)c2ccccc2n1	-15.1	-4.5	0.7	-0.3
Cc1nc2cc(NC(=O)Nc3ccc(I)cc3)ccc2o1	12.5	-50.6	1.7	0.8
CN(CCCNC(=O)c1ncoc1-c1cccs1)c1ccccc1	-4.0	-10.0	-1.4	-0.2
O=C(CN(Cc1ccccc1Cl)S(=O)(=O)c1ccc(Cl)cc1)NCCO	-6.3	3.2	0.8	-0.3
Cc1c(NC2=C(Cl)C(=O)N(c3ccccc3Cl)C2=O)c(=O)n(-c2ccccc2)n1C	11.6	2.0	-0.8	-0.1
O=[N+]([O-])c1cccc(S(=O)(=O)N2CCCC2)c1	8.4	2.9	-0.4	0.6
COc1ccc(NC(=O)C(=O)NCCC2CCCCN2S(=O)(=O)c2ccccc2)cc1 (configuration not stated)	9.8	14.1	0.7	0.0
COc1ccccc1C(=O)N1CC(=O)Nc2ccc(F)cc2C1c1ccc(F)cc1 (configuration not stated)	8.6	2.3	-0.2	0.0
O=C(N/N=C\c1ccc(-c2ccc(Cl)c(Cl)c2)o1)C(=O)N1CCCC1	14.1	4.1	-0.5	0.0
O=C(Cc1c[nH]c2ccccc12)N(Cc1ccccc1)C1(C(=O)Nc2ccccc2)CCCCC1	5.4	-3.6	-0.2	0.1
C=CCOC(=O)C1=C(C)NC2=C(C(=O)CC(C)(C)C2)C1c1ccc(OCC)c(OC)c1 (configuration not stated)	9.6	2.2	-0.6	0.3
O=C(c1cnn(-c2ccccc2)n1)N1CCN(Cc2csc(-c3ccccc3)n2)CC1	13.5	10.2	-0.7	0.3
COc1cc2c(cc1NC(=O)CSc1nnc(-c3cccnc3)n1N)oc1ccccc12	11.7	-13.8	-1.2	-0.1
CC(=O)N1CCC(C(=O)NCC2Cc3cccc(-c4ccccc4C(F)(F)F)c3O2)CC1 (configuration not stated)	-8.4	-11.7	-1.8	0.0

Entries from the list above with sulfur (7):
SMILES	MITF primary	TEAD-YAP block	GPR151 ag	FBW7 act
COCCNC(=O)CNC(=S)N(Cc1cc(OC)c(OC)c(OC)c1)C1CCCC1	0.3	-3.0	-0.8	-0.2
CN(CCCNC(=O)c1ncoc1-c1cccs1)c1ccccc1	-4.0	-10.0	-1.4	-0.2
O=C(CN(Cc1ccccc1Cl)S(=O)(=O)c1ccc(Cl)cc1)NCCO	-6.3	3.2	0.8	-0.3
O=[N+]([O-])c1cccc(S(=O)(=O)N2CCCC2)c1	8.4	2.9	-0.4	0.6
COc1ccc(NC(=O)C(=O)NCCC2CCCCN2S(=O)(=O)c2ccccc2)cc1 (configuration not stated)	9.8	14.1	0.7	0.0
O=C(c1cnn(-c2ccccc2)n1)N1CCN(Cc2csc(-c3ccccc3)n2)CC1	13.5	10.2	-0.7	0.3
COc1cc2c(cc1NC(=O)CSc1nnc(-c3cccnc3)n1N)oc1ccccc12	11.7	-13.8	-1.2	-0.1

Further results:
SMILES	MITF primary	TEAD-YAP block	GPR151 ag	FBW7 act
O=C(O)C(Cc1ccccc1)NS(=O)(=O)c1ccc(Br)s1 (configuration not stated)	3.4	2.2	-0.8	0.0
Cc1cc(C)c2oc(-c3cccc(NC(=O)c4cc(Br)ccc4I)c3)nc2c1	-9.7	-0.3	1.8	-0.1
Cc1ccc(NC(=O)C2CCCN2C(=O)NC2CCCCC2)cc1 (configuration not stated)	3.5	-1.4	1.0	-0.1
COCCNC(=O)/C(C#N)=C/c1c(Oc2ccccc2F)nc2ccccn2c1=O	15.4	13.1	-8.2	-0.2
Cc1cc(/C=C2/C(=N)N3C(c4ccccc4)=CSC3=NC2=O)c(C)n1-c1ccccc1	5.6	-4.3	0.3	-0.1
O=C(NNC1=NCCCCC1)c1ccc(Br)cc1	13.3	-11.0	-0.7	0.0
Cc1ccc(S(=O)(=O)NCC(=O)NC2CCCC2)cc1	-0.3	2.7	0.7	0.0
CCOC(=O)c1cnc2c(C)cc(Cl)cc2c1Nc1cccc(C(=O)O)c1	2.2	-9.9	-1.1	0.1
CSCCCNC(=O)CC1C(=O)NCCN1Cc1ccc(C)o1 (configuration not stated)	5.8	6.9	-0.4	0.0
Cc1ccc(NC(=O)CCl)c2c1CC(C)(C)O2	-2.9	5.2	-0.1	0.2
COc1cc(C(=O)N2CCN(Cc3ccc4ccccc4c3)CC2)cc(OC)c1OC	-5.8	-0.5	-0.3	-0.1
CC(=O)N(Cc1cccnc1)C1CCN(c2nc(C)cc(C)n2)CC1	-20.4	-13.9	2.3	0.1
Cc1cc(-c2cnc(N3CCOCC3)nc2C2CCN(Cc3nccn3C)CC2)on1	7.8	-17.4	0.1	0.0
COC(=O)c1cc(C(=O)NCc2ccccc2)c(C)[nH]c1=O	3.6	6.1	2.5	0.0
CCOC(=O)Cc1csc(NC(=O)Cc2cccs2)n1	-1.3	-17.5	-0.6	0.1
Cc1ccc(NC(=O)CN(C)S(=O)(=O)c2ccc3c(c2)n(C)c(=O)c(=O)n3C)nc1	3.9	-7.3	-0.4	0.1
C=CCNC(=O)c1c(NC(=O)c2ccccc2F)sc2c1CCC(C(C)(C)C)C2 (configuration not stated)	-20.3	1.4	-0.2	-0.2
Cc1ncn(-c2ccc(Nc3nccc(-c4cc(N5CCOCC5)ccc4C#N)n3)cc2)n1	8.1	27.1	0.2	1.2
CCN(CC)c1nc(Nc2ccc3c(c2)OCO3)nc(Nc2ccc3ncccc3c2)n1	11.4	-7.7	3.2	0.1
O=C(CSc1nc2sc3c(c2c(=O)n1-c1ccc(OC(F)F)cc1)CCCC3)c1ccc2c(c1)OCCO2	0.4	-3.3	-1.6	-0.2
Cc1nnc(SCc2cccc(Oc3ccccc3)c2)[nH]c1=O	-26.7	0.1	0.0	-0.1
Cc1ccc(NC(=O)Nc2ncnc3nc[nH]c23)cc1	-4.3	18.7	-2.1	0.0
CCn1c[n+](CC(O)COc2cccc(OC)c2)c2ccccc21 (configuration not stated)	-2.6	2.9	2.0	0.0
COCCN=c1c([N+](=O)[O-])nn(-c2ccc(Cl)cc2)n1O	14.3	1.1	-1.1	0.0
O=C(NCCN1CCCCC1)C1CC(=O)N(C2CCCCCCC2)C1 (configuration not stated)	2.5	-0.9	0.6	0.0
COc1cccc(/C=C2\N=C(c3ccco3)OC2=O)c1	13.8	6.3	0.0	0.1
Cc1c(CNCC(C)c2ccccc2)c(C(=O)O)c(C)n1Cc1c(F)cccc1Cl (configuration not stated)	21.9	12.0	2.0	0.6
O=C(CN1Cc2ccccc2OC(c2ccccc2)C1)NC1CCOCC1 (configuration not stated)	-2.2	-3.1	-0.8	0.0
O=C(NCc1ccccc1Cl)C1CCN(C(=O)NC2CCCCC2)CC1	16.5	-1.7	0.0	0.2
CC1=C(C(=O)OC(C)C)C(c2coc3ccc(C)cc3c2=O)C2=C(CC(C)(C)CC2=O)N1 (configuration not stated)	-8.4&1.6	1.1&12.7	-0.5&2.4	-0.1&0.0
Cc1ccc(CN2CCNC(=O)C2CC(=O)N(Cc2c(C)nn(C)c2C)C2CC2)o1 (configuration not stated)	7.3	5.1	1.4	0.3
C=CCNC(=O)c1c(C)cc(C)cc1C	-6.0	7.8	1.8	-0.1
N#CCN(CC#N)C(=O)COc1ccccc1	15.3	2.9	-0.3	-0.2
Cc1nc(-c2cncc(-c3ccccc3)c2)cc(N2CCN(c3ccccn3)CC2)n1	-0.1	3.3	-1.2	0.1
Cc1ccc(-c2ccc(=O)n(CC(=O)N3CCN(c4ccccn4)CC3)n2)cc1	-6.8	0.2	0.6	0.1
CCOc1ccccc1OCCOCCOc1ccc(C=O)cc1OC	10.9	9.4	0.1	0.1
O=c1[nH]cnc2c1cnn2-c1ccc(C(F)(F)F)cn1	2.2	-16.0	0.4	-0.1
CC(=O)c1sc2nc3c(c(-c4ccccc4)c2c1N)CCC3	-5.9	6.8	0.5	1.0
Cc1cccc2sc(NC(=O)c3sc4ncn(Cc5cccc(F)c5)c(=O)c4c3C)nc12	10.9	-1.7	2.2	0.2
Cc1ccccc1N(CC(=O)NCc1ccco1)S(=O)(=O)c1ccc(Cl)cc1	-4.7	-17.5	1.0	-0.3
C=CCNc1nc(Nc2ccc([N+](=O)[O-])cc2)nc(OC)n1	-1.1	-4.1	0.6	-0.1
CCOCCCNC(=O)/C(C#N)=C/c1c(Oc2ccccc2C)nc2c(C)cccn2c1=O	3.8	32.4*	-0.1	0.0
Oc1ccc(NC(=S)Nc2ccc(F)cc2)cc1	7.5&-3.9	7.1&-11.9	-0.3&-1.8	0.1&-0.5
Cc1ccc2[nH]c(=O)c(CN(CCN3CCOCC3)C(=O)Nc3ccccc3F)cc2c1	1.7	9.2	-1.3	0.2
O=C(CCC(=O)OCC(=O)c1ccc(Cl)c(Cl)c1)Nc1ccccc1	-0.7	-0.7	5.5*	-0.1

Compound profiles, as listed above:
`CN(CCCNC(=O)c1ncoc1-c1cccs1)c1ccccc1` is entered as MITF primary: -4.0; TEAD-YAP block: -10.0; GPR151 ag: -1.4; FBW7 act: -0.2
`CSCCCNC(=O)CC1C(=O)NCCN1Cc1ccc(C)o1` (configuration not stated) is entered as MITF primary: 5.8; TEAD-YAP block: 6.9; GPR151 ag: -0.4; FBW7 act: 0.0

(continued)
SMILES	MITF primary	TEAD-YAP block	GPR151 ag	FBW7 act
CCOC(=O)c1sc(NC(=O)CSc2nnc(CNC(=O)c3ccc(OC)c(OC)c3)n2C2CCCCC2)c(C(=O)OCC)c1C	-3.3	0.3	1.2	0.1
COC(=O)CCC(=O)c1ccc(CCc2ccc(C(=O)CCC(=O)OC)cc2)cc1	10.7	2.2	0.0	0.1
OC1(c2cccnc2)CCN(Cc2ccncc2)CC1	2.1	6.5	0.4	0.4
Cc1cc(C)c(OCC(=O)N2N=C(c3ccncc3)CC2(O)C(F)(F)F)c(C)c1 (configuration not stated)	6.4	1.7	0.7	0.3
Cc1cccc(NC(=O)c2ccccc2[N+](=O)[O-])c1C	17.5	-2.5	3.2	0.1
CCOC(=O)/C=C(\C)Nc1ccc(NS(=O)(=O)c2ccc(C)cc2)cc1	-1.1	8.9	-0.3	-0.1
CN1C(=O)c2cccc3c(Br)ccc(c23)C1=O	5.5	-6.0	-1.0	-0.2
CN(C)S(=O)(=O)c1cccc(COC(=O)/C=C/c2cccc(F)c2)c1	-13.1	-1.8	0.8	-0.1
N#Cc1ccc(/C=N/Nc2ccc(S(=O)(=O)N3CCOCC3)cc2[N+](=O)[O-])cc1	-19.3	-9.9	-0.6	0.0
CCCc1cc(-c2n[nH]c(C)c2-c2ccc(C(=O)OCC)o2)c(O)cc1O	4.1	5.5	1.1	0.0
COc1cc(C2CC(=O)C3=C(C2)Nc2ccccc2N(C(=O)CCC(=O)O)C3c2cccc(F)c2)cc(OC)c1OC (configuration not stated)	12.8	-8.0	1.5	0.4
CCOc1cc(C(=O)OCc2cc(C(C)=O)ccc2OC)cc(OCC)c1OCC	2.6	-5.7	0.2	-0.2
COc1cc(NC(=O)c2c(OC)cccc2OC)cc(OC)c1	0.6	-4.6	1.6	0.0
Cc1cc(NC(=O)c2ccc([N+](=O)[O-])o2)ccc1Br	9.8	12.8	-1.5	0.1
Cc1ccccc1NC(=O)C1c2cccc[n+]2CC(=O)N1c1ccccc1O (configuration not stated)	0.8	1.7	0.2	0.1
C=C/C=C(\C(C)=C(C)C)N(C(C)=O)C1=NCCCS1	64.7*	3.3	0.9	0.0
O=C(CCN1C(=O)c2cccc([N+](=O)[O-])c2C1=O)Nc1ccccc1F	-2.7	-0.8	0.1	0.1
CC(=O)c1c(C)oc2ccc(N(C(=O)c3ccc([N+](=O)[O-])cc3)S(=O)(=O)c3ccc(C)cc3)cc12	-0.5	-5.7	1.9	0.0
N#Cc1ccc(-c2cnc3ccc(NCCc4ccccn4)nn23)cc1	13.2	62.7*	-1.3	1.6
Cc1cc(C)nc(Nc2ccc(C(=O)OCC(C)C)cc2)n1	5.8	5.1	0.1	0.1
CCC1C(=O)C(C)(C)C(=O)OC1c1ccccc1I (configuration not stated)	-4.1	0.1	0.9	-0.2
CC(/C=N/NC(=O)c1nnn(-c2nonc2N)c1C)=C\c1ccccc1	-13.6	-4.5	1.8	-0.1
CN(C)CCNC(=O)COc1ccc(Cl)cc1	-7.9	6.5	-0.3	0.1
COc1cc(C(=O)Nc2nnc(C(C)(C)C)s2)c([N+](=O)[O-])cc1OC	3.3	15.6	-2.2	0.3
COC(=O)/C(C#N)=C/c1ccc(OCCC(C)C)cc1	-12.6	0.0	-0.5	-0.2
CCC(=O)Nc1cc(-n2c(C)c(C(C)=O)c(C(C)=O)c2C)ccc1C	3.3	0.5	2.9	0.3
Cn1c(Cc2cccs2)nnc1SCC(=O)c1c[nH]c2ccccc12	6.6	16.8	1.8	0.1
Cc1ccc(-n2[nH]c(C)c(/C=N/Nc3ccccc3C)c2=O)cc1	8.5	2.4	0.4	0.1
CCN(CC)c1nc(Nc2ccc(-n3ccnc3)cc2)nc(Nc2ccc3c(c2)OCO3)n1	18.8	17.0	0.9	0.1
COC(=O)c1ccc2c(=O)n(-c3ccc(F)c(Cl)c3)c(SCC(=O)c3ccccc3)nc2c1	11.2	7.0	-1.4	0.0
COc1ccc(C2C(C(=O)NCc3ccc(F)cc3)c3ccccc3C(=O)N2C)cc1 (configuration not stated)	-1.7	9.9	3.7	0.0
CS(=O)(=O)c1ccc2nc(NC(=O)c3csc4c3CCCC4)sc2c1	9.4	-15.7	4.8	0.0
COc1cc(NC(=O)c2ccc(-c3cccc([N+](=O)[O-])c3)o2)ccc1NC(=O)C(C)C	-2.4	8.3	1.2	-0.2
